GLP-1R agonist: activates the human GLP-1 receptor. 380,000 tested, 0.007% active. AID 624172. Potency, µM (highest dose often 45.6 µM), for inactives: at the top dose activation, hits mostly activators. P43220. HEK293 GLP-1R CRE-luciferase, luminescence, 4-6 h; cells express a hypersensitive GLP-1R form; further: potency means the concentration at half of the fitted maximal effect; % of control where 0% means no effect
GLP1R inv ag: GLP-1 receptor (human) inverse agonism; P43220; Potency, µM (top dose mostly 38.3 µM), without a hit: at the top dose activity change, negative = inhibition, hits mostly inhibitors; 410,000 tested, 1.6% active; HEK293 GLP-1R CRE-luciferase, luminescence, 24 h; GLP-1R form is constitutively active; further: potency means the concentration at half of the fitted maximal effect; on the % scale 0 is the no-effect control and ±100 the full control effect; nearly all actives have a fitted effect of over 55% in size
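Readout was luciferase luminescence, measured 12 min after detection reagent at room temperature. Beforehand, GLP-1R reporter HEK293 cells had sat 12 h, then received compounds for 24 hr at 37 deg C.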
pAkt inh: inhibitors of Akt phosphorylation. Neuro2A IGF-stimulated pAkt S473 HTRF, 20 min; hits give low values. activity change, % for hits at 50 µM. 360,000 tested, 0.32% active; in the data active means activity change below about -80%; inconclusive means mostly about -51% to -80%; further: on the % scale 0 is the no-effect control and ±100 the full control effect
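Single-point screen (50 µM final compound) in Neuro2A cells stimulated 20 min with 6 nM IGF at 37 deg C. After lysis, Ser473-phosphorylated Akt read by HTRF (ex 330 nm, em 615/665 nm) as the 665/615 ratio.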
TDP-43 yeast inh: rescues yeast growth from TDP-43 toxicity; 410,000 tested, 1.8% active; TDP-43 expressing yeast growth rescue, BacTiter-Glo, 24 h; Potency, µM (top dose mostly 46.1 µM), for the others: top-dose growth rescue (activation), actives largely listed as activators; further: potency means the concentration at half of the fitted maximal effect; % of control where 0% means no effect; nearly all actives have a fitted effect of over 50% in size
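Yeast expressing TDP-43 (pregrown in raffinose, seeded at OD600=0.02 in galactose medium) exposed to compounds 24 hr at 30 deg C. Growth read by BacTiter-Glo luminescence; rescue of toxicity appears as increased signal.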
aSyn yeast inh: inhibitors of alpha-synuclein toxicity in yeast. Yeast expressing alpha-synuclein, growth rescue, BacTiter-Glo, 24 h. 370,000 tested, 0.14% active. Potency, µM (series often up to 46.1 µM), for inactives: top-dose growth rescue (activation), actives largely listed as activators. AID 652106; further: potency means the concentration at half of the fitted maximal effect; % of control where 0% means no effect; nearly all actives have a fitted effect of over 65% in size
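Readout is rescue of growth in alpha-synuclein-expressing yeast, so inhibitors of toxicity appear as activators. Growth after 24 hr at 30 deg C in galactose medium is quantified by luminescence.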
FUS suppressor: FUS proteinopathy suppression in yeast; 390,000 tested, 0.24% active; Potency, µM (top dose mostly 76.6 µM), for inactives: at the highest dose growth rescue (activation), actives largely listed as activators; S. cerevisiae FUS-expressing, growth rescue, OD600, 24 h; AID 1347120;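 further: potency means the concentration at half of the fitted maximal effect; plate controls were DMSO vehicle for no effect and reference control for full effect; nearly all actives have a fitted effect of over 55% in size; some results filed as inactive show a strong effect at the top dose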
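FUS-expressing yeast, raffinose-pregrown, induced in 2% galactose minimal medium at OD 0.005; compounds in a dilution series, 24hr at 30C. Growth restoration read as absorbance at 600 nm. CP55940 positive control, DMSO negative.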
D3 antag: D3 dopamine receptor (human) antagonism; P35462; D3R cells, DiscoveRx beta-arrestin luminescence, antagonist mode; hits give low values; max response, negative = inhibition, %; 360,000 tested, 2.5% active; in the data active means max response below about -50%; inconclusive means no clear call, values can overlap the other calls; further: on the % scale 0 is the no-effect control and ±100 the full control effect; mostly tested at two doses, the higher about 12 µM
Target sequence (P35462 whole entry, looked up): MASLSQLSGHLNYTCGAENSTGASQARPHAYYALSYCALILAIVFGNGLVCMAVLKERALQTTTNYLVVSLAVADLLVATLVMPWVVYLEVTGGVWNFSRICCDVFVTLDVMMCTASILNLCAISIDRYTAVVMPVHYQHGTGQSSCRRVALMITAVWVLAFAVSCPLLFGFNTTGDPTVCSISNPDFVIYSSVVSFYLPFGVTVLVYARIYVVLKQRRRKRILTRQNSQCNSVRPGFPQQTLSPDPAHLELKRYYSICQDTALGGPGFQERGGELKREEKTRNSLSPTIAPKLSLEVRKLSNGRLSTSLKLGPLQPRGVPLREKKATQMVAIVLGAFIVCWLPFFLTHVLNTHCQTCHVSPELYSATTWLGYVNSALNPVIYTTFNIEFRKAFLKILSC
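Cells expressing the human receptor were seeded at 1500 cells/well, incubated overnight at 37 degrees C in 5% CO2, then exposed to library compounds with dopamine controls for 90 minutes at 37 degrees C before luminescent detection.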
Abeta rescue: restores growth of yeast expressing A-beta42 peptide. Potency, µM (doses to about 46.1 µM), without a hit: top-dose growth rescue, hits mostly activators. yeast expressing A-beta42, growth rescue, OD600, 48 h; response scale: 0% DMSO, 100% iron-clioquinol control. 410,000 tested, 0.063% active; further: potency means the concentration at half of the fitted maximal effect; nearly all actives have a fitted effect of over 55% in size
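Growth rescue measured by 600 nm absorbance after 48 h yeast culture at 30 C with compound. Values normalized between DMSO and an equimolar ferric chloride plus clioquinol control.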
PTHR1 ag: activates the human parathyroid hormone receptor PTHR1; Q03431; HEK293 GP2 PTHR1 cells, GloSensor cAMP luminescence, 1 h; Potency, µM (series often up to 115 µM), for inactives: at the top dose activation, actives largely listed as activators; 410,000 tested, 0.075% active; AID 743266; further: potency means the concentration at half of the fitted maximal effect; nearly all actives have a fitted effect of over 55% in size; some results filed as inactive show a strong effect at the top dose; inactives centre near -15; many of its hits are not listed in these tables
Target sequence (Q03431 whole entry, looked up): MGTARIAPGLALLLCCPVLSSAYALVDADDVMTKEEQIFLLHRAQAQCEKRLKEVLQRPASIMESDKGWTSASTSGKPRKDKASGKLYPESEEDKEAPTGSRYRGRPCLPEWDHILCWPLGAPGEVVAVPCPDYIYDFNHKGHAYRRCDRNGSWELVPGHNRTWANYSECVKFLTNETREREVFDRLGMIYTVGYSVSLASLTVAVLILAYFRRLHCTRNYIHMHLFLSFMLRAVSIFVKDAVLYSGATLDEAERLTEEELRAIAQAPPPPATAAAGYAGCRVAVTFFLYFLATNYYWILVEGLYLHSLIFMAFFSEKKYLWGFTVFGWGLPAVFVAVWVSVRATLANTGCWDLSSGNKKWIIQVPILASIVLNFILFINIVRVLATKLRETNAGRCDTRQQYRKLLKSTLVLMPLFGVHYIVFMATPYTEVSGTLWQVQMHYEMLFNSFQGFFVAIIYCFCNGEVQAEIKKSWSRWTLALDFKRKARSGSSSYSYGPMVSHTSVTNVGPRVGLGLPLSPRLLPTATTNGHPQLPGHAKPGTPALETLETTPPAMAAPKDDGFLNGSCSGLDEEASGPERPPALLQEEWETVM
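HEK-293-derived GP2 cells expressing PTHR1 and a GloSensor cAMP reporter, 3,000/well, plated overnight, given luciferin plus IBMX (each 0.5 mM as added) for 1 h at 37 °C, then compound for 1 h at 37 °C. Luminescence was read after 15 min at room temperature.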
* marks the source's active call; other numbers are inactive results; i = inactive; ? = inconclusive; nt = not tested or not shown; [ ] = another dose, or the depositor's remark. Unless noted, the call rests on the fitted dose curve; in most records, active means well fitted curve in the direction sought with a large enough effect; inconclusive means small, poorly fitted or top-dose-only effect, or another doubt; inactive means no such curve, though single readings can be large; an effect the other way counts as inactive or inconclusive. Some of the compounds tested (hit frequency here may not be typical).

1. O=C(O)CCCNC(=O)c1ccc(NC(=O)Cc2ccc(Cl)cc2)cc1
2. CCCNS(=O)(=O)c1cc(Br)cc2c1N(C(=O)CC)CC2
3. COc1ccc(N(CC(=O)NC2CC3CCC2C3)S(=O)(=O)c2ccc(C)cc2)cc1Cl (stereo unspecified)
4. COc1ccc(S(=O)(=O)N2CCC(C(=O)Nc3nnc(CCN4CCCCC4)s3)CC2)cc1
5. COc1ccc(N2CCN(Cc3nc4c(c(=O)n(C)c(=O)n4C)n3C(C)C)CC2)cc1
6. COc1ccc(Cl)cc1NC(=O)CCNC(=O)Cn1ccc2ccccc2c1=O

screen / no.	1	2	3	4	5	6
GLP-1R agonist	-3%	0%	-4%	-6%	nt	0%
GLP1R inv ag	3%	32%[activator]	?	-23%	-14%	23%
pAkt inh	i	i	i	i	nt	i
TDP-43 yeast inh	-9%	-4%	9%	-27%	12%	-5%
aSyn yeast inh	4%	-1%	-14%	0%	nt	-1%
FUS suppressor	-18%	25%	8%	31%	14%	-8%
D3 antag	25	?	-8	-21	nt	-2
Abeta rescue	3%	3%	1%	-12%	11%	-7%
PTHR1 ag	i	-5%	-5%	-13%	i	-39%[inhibitor]

7. O=C(NCc1ccccc1)C(c1ccccc1)N(C(=O)c1csnn1)C1CC1 (stereo unspecified)
8. COc1ccc(Nc2ccc(Cl)cc2)c(C(=O)O)c1
9. Cc1ccc(N2C(=O)CC(Sc3ccccc3C(=O)O)C2=O)c([N+](=O)[O-])c1 (stereo unspecified)
10. COC1CCCN(C(=O)c2ccc(OC3CCN(S(=O)(=O)N(C)C)CC3)cc2)C1 (stereo unspecified)
11. COc1ccc(/C=N/NC(=O)Cn2cnc3c2c(=O)n(C)c(=O)n3C)c(OC)c1OC
12. Cc1cc(C(C)(C)C)nc2[nH]n(-c3ccccc3)c(=O)c12

screen / no.	7	8	9	10	11	12
GLP-1R agonist	2%	0%	1%	-24%	4%	-2%
GLP1R inv ag	-30%	-3%	2%	16%	8%	-3%
pAkt inh	i	i	i	i	i	i
TDP-43 yeast inh	-21%	-17%	-90%[inhibitor]	13%	12%	25%
aSyn yeast inh	-2%	-3%	-78%[inhibitor]	3%	4%	-4%
FUS suppressor	-2%	nt	-6%	9%	4%	7%
D3 antag	-1	-13	-19	8	15	12
Abeta rescue	7%	-13%	?	10%	8%	-3%
PTHR1 ag	3%	-20%	-9%	-67%[inhibitor]	i	-17%

2 compounds from above, limited to GLP-1R agonist, pAkt inh and PTHR1 ag:
No.	Structure	GLP-1R agonist	pAkt inh	PTHR1 ag
11	COc1ccc(/C=N/NC(=O)Cn2cnc3c2c(=O)n(C)c(=O)n3C)c(OC)c1OC	4%	i	i
12	Cc1cc(C(C)(C)C)nc2[nH]n(-c3ccccc3)c(=O)c12	-2%	i	-17%

(list continues)
13. C/C(=N\OCC(=O)Nc1ccccc1Br)c1cccs1
14. O=C(Cc1ccccc1F)Nc1ccccc1-c1ccccc1
15. OC(c1ccccc1)C(NCCNCc1ccccc1)c1ccccc1 (stereo unspecified)
16. O=C(c1ccc(-c2ccccc2)c(F)c1)C1CCCN(CCCn2cccn2)C1 (stereo unspecified)
17. O=C(COC(=O)c1ccc2c(c1)OCO2)NC1CCCCC1
18. CCN(CC)c1ccc(C2NCC(c3ccc([N+](=O)[O-])cc3)O2)cc1 (stereo unspecified)

screen / no.	13	14	15	16	17	18
GLP-1R agonist	6%	5%	11%	2%	11%	-1%
GLP1R inv ag	?	?	7.9µM*	?	8%	4%
pAkt inh	i	i	i	i	i	i
TDP-43 yeast inh	-30%[inhibitor]	41%	-5%	-5%	-16%	4%
aSyn yeast inh	-1%	6%	0%	13%	6%	-2%
FUS suppressor	-31%	-9%	-1%	-12%	nt	-29%
D3 antag	7	2	-13	-9	-7	-6
Abeta rescue	-13%	-2%	10%	-27%	-1%	5%
PTHR1 ag	-40%[inhibitor]	0%	i	i	i	-5%[57.5 µM]

19. Cc1ccc(N(CC(=O)NCCc2ccc(F)cc2)S(=O)(=O)c2ccc(Cl)c([N+](=O)[O-])c2)c(C)c1
20. Cc1ccc(NC(=O)CSc2nnc(C)n2-c2ccccc2)cc1
21. Cc1cc(C(=O)OCn2nnc3ccccc3c2=O)c(C)o1
22. COc1ccc2[nH]c3c(NCCN(C(C)C)C(C)C)ncnc3c2c1
23. CC1CN(C(=O)Nc2ccc(F)cc2)C2(CCCCCC2)O1 (stereo unspecified)
24. O=C(NC(=S)Nc1ccc(S(=O)(=O)Nc2nccs2)cc1)C1CC1

screen / no.	19	20	21	22	23	24
GLP-1R agonist	-6%	0%	10%	4%	4%	3%
GLP1R inv ag	?	?	?	?	19%	12%
pAkt inh	i	i	i	i	i	i
TDP-43 yeast inh	4%	-11%	14µM*	1%	-12%	4%
aSyn yeast inh	16%	-5%	21%	-2%	-6%	1%
FUS suppressor	35%	6%	3%	?	-38%	-26%
D3 antag	-9	4	-11	22	-20	-10
Abeta rescue	21%	1%	?	13%	-19%	-2%
PTHR1 ag	-11%	0%	-19%[57.5 µM]	i	i	-16%

25. COc1ccccc1C(=O)Nc1ccc(-c2nc3ccccc3s2)c(C)c1
26. CCOC(=O)c1c(C)oc2ccc(OC(=O)N3CCOCC3)cc12
27. O=C(Nc1cnn(Cc2ccccc2)c1)NC12CC3CC(CC(C3)C1)C2
28. Cc1nnc(N2CCN(Cc3ccccc3)CC2)[nH]c1=O
29. Cc1nn(-c2ccccc2)c2c1C(c1c(C)[nH]c(C#N)c1C)C(C#N)=C(N)O2 (stereo unspecified)
30. O=C(Cn1c(CO)nc2ccccc21)NCCc1ccc(F)cc1

screen / no.	25	26	27	28	29	30
GLP-1R agonist	nt	18%	-1%	-2%	-1%	-1%
GLP1R inv ag	0%	7%	?	-1%	0%	-2%
pAkt inh	nt	i	i	i	i	i
TDP-43 yeast inh	23%	0%	-1%	-32%[inhibitor]	10%	-3%
aSyn yeast inh	nt	-2%	14%	-11%	11%	-3%
FUS suppressor	-4%	8%	22%	?	20%	2%
D3 antag	nt	6	14	-54*	?	-2
Abeta rescue	9%	-41%[inhibitor]	11%	-4%	14%	10%
PTHR1 ag	i	-2%[57.5 µM]	i	i	i	i

Structures listed so far printed as active in GLP1R inv ag.
cpd | Structure | GLP-1R agonist | GLP1R inv ag | pAkt inh | FUS suppressor | PTHR1 ag
15 | OC(c1ccccc1)C(NCCNCc1ccccc1)c1ccccc1 (stereo unspecified) | 11% | 7.9µM* | i | -1% | i

(list continues)
31. CCOC(=O)c1csc(NC(=O)C2CCCCC2)n1
32. COc1ccc(C2CC(=O)C3=C(C2)Nc2ccccc2N(C(=O)CCC(=O)O)C3c2ccc(F)cc2)cc1OC (stereo unspecified)
33. O=C(Cc1ccc(Cl)c(Cl)c1)Nc1cccnc1
34. O=C(Cn1nnc(-c2ccccc2)n1)N/N=C/c1ccco1
35. O=C(NCc1cccc(Cl)c1)c1cccc(OC2CCN(C(=O)C3CC3)CC2)c1
36. O=C(CSc1n[nH]c(-c2ccccc2F)n1)NCC(=O)Nc1ccc(F)c(F)c1F

screen / no.	31	32	33	34	35	36
GLP-1R agonist	5%	3%	15%	1%	0%	3%
GLP1R inv ag	?	-11%	-6%	7%	?	-4%
pAkt inh	i	i	i	i	i	i
TDP-43 yeast inh	9%	4%	-3%	-18%	13%	-5%
aSyn yeast inh	-8%	1%	0%	2%	0%	-1%
FUS suppressor	-20%	12%	5%	23%	30%	17%
D3 antag	1	8	-1	9	5	-9
Abeta rescue	3%	8%	-6%	16%	12%	5%
PTHR1 ag	-16%	i	-11%	i	-93%[inhibitor]	i

37. CCCC(c1nnnn1CS(=O)(=O)c1ccc(C)cc1)N1CCN(C2CCCC2)CC1 (stereo unspecified)
38. COc1cc(/C=C/C(=O)OCC(=O)NCC(=O)Nc2cccc(C)c2C)ccc1OC(F)F
39. CCC(C)NC(=O)c1ccc(CS(=O)(=O)c2ccc(OC)cc2)o1 (stereo unspecified)
40. CCN(CC)S(=O)(=O)c1ccc2c(c1)c(=O)c(C(=O)NCc1ccccc1)cn2C
41. NC(=O)CSc1ncnc2c1cnn2Cc1ccccc1
42. Cc1ccc(CNC(=O)c2ccc(Cl)c(S(N)(=O)=O)c2)n1C
43. CCN(CC)C(=O)c1ccc(C(=O)Nc2ccc(F)cc2)cc1
44. C[C@@H]1CN([C@@H](C)CO)C(=O)CCCn2cc(nn2)CO[C@H]1CN(C)S(=O)(=O)c1ccc2ccccc2c1
45. N#Cc1c(-c2ccccc2)nc(SCC(=O)Nc2ccccc2F)[nH]c1=O

screen / no.	37	38	39	40	41	42	43	44	45
GLP-1R agonist	15%	-5%	-6%	-1%	-8%	3%	-7%	1%	17%
GLP1R inv ag	?	1%	-16%	-16%	-2%	13%	6%	14%	-8%
pAkt inh	i	i	i	nt	i	i	i	i	i
TDP-43 yeast inh	-9%	26%	-7%	11%	18%	-12%	5%	-1%	13%
aSyn yeast inh	-8%	8%	-4%	nt	5%	-5%	-9%	2%	4%
FUS suppressor	-12%	30%	-11%	39%	2%	?	2%	0%	9%
D3 antag	-19	5	-3	nt	17	10	10	-5	13
Abeta rescue	-15%	-5%	-3%	3%	1%	-15%	-7%	-3%	8%
PTHR1 ag	-6%	-2%	-19%	-48%[inhibitor]	-4%	i	i	-9%	-10%

Of the compounds above, two have two or more sulfur atoms.
4. COc1ccc(S(=O)(=O)N2CCC(C(=O)Nc3nnc(CCN4CCCCC4)s3)CC2)cc1
24. O=C(NC(=S)Nc1ccc(S(=O)(=O)Nc2nccs2)cc1)C1CC1

screen / no.	4	24
GLP-1R agonist	-6%	3%
GLP1R inv ag	-23%	12%
pAkt inh	i	i
TDP-43 yeast inh	-27%	4%
aSyn yeast inh	0%	1%
FUS suppressor	31%	-26%
D3 antag	-21	-10
Abeta rescue	-12%	-2%
PTHR1 ag	-13%	-16%

Compound activity (PubChem BioAssay)
